High-throughput results as filed in PubChem BioAssay.
procasp3 activ = activators of human procaspase-3; P42574; recombinant procaspase-3 D3A, Ac-DEVD-pNA absorbance 405 nm; activation, % at 8.5 µM; actives 0.11% (n = 330,000); AID 463141;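 active = activation above the mean of all tested compounds plus 3 SD, cut at about 21% in these data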;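 note: 0% = DMSO alone and 100% = DMSO wells spiked with extra 5 µM PC-3 D3A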
Target sequence (P42574 whole entry D9A/D28A/D175A): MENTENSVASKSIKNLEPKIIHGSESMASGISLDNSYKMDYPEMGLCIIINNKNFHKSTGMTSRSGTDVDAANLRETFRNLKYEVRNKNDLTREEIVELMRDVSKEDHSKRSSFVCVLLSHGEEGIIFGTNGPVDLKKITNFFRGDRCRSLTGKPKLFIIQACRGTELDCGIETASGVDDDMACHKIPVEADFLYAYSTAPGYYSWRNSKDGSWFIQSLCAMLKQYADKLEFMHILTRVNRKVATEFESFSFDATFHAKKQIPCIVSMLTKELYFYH
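Assay system – Procaspase-3 D3A mutant · Benchmarks – DMSO low control, extra-enzyme high control · Technique – 405 nm absorbance of p-nitroaniline, reads at 0 and 120 min · Doses – 8.5 µM nominal · Measure – % activation between DMSO and enzyme-spiked controls · Also added – Ac-DEVD-pNA chromogenic peptide substrate · Schedule – 1 h compound preincubation, 2 h substrate hydrolysis at 25 °C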
GASC-1 inh = human JMJD2C demethylase inhibition | GST-JMJD2C(1-420) H3K9me3 demethylation, DELFIA europium | Q9H3R0 | inhibition, % at 2.35 µM | actives 0.069% (n = 330,000);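 active = more than half of a compound's replicate wells show inhibition beyond 50%, single wells judged on their own value; inconclusive = some, but no more than half, of replicates pass 50% inhibition; inactive = no replicate passes 50% inhibition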;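 note: signal counts dimethyl H3K9 product captured on neutravidin plate; 0% = median of DMSO wells and 100% = 0.3 times that DMSO median; strong numbers were not always called active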
Target sequence (Q9H3R0 1-420 limits assumed): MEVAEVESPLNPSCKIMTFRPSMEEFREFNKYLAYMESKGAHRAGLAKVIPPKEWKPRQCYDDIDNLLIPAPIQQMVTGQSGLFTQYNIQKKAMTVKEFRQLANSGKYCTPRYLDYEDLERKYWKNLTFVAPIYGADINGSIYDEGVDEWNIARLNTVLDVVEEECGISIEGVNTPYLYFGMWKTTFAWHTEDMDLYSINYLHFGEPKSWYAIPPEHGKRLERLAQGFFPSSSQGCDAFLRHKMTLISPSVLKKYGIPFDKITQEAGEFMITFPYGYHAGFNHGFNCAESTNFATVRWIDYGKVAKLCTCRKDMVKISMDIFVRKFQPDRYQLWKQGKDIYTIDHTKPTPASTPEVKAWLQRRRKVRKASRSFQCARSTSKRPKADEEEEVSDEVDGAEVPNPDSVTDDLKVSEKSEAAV
procasp7 counter = counter-screen for procaspase-3 activators: activators of human procaspase-7 | activation, % at 8.5 µM | actives 0.093% (n = 330,000) | P55210 | AID 463210 | recombinant procaspase-7, Ac-DEVD-pNA absorbance 405 nm; D23A/D198A/D206A triple mutant, cannot self-cleave; scale: DMSO 0, 5 µM enzyme 100;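 active = percent activation above the screen-wide mean plus 3 SD, cut at about 25% in these data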
Target sequence (P55210 whole entry D23A/D198A/D206A): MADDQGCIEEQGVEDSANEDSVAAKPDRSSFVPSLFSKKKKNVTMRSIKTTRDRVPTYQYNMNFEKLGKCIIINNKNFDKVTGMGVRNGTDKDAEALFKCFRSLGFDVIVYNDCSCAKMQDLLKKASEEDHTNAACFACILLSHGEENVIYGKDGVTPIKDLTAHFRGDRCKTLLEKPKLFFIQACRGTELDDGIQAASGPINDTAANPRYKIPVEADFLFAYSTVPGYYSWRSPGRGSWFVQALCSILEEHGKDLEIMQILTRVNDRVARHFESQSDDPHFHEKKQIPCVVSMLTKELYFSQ
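Detection: p-Nitroaniline absorbance at 405 nm, read at 0 and 120 min; system: Uncleavable procaspase-7 mutant enzyme; evaluation: % activation from two-timepoint absorbance difference, scaled to controls; times: 1 h enzyme–compound preincubation and 2 h substrate reaction, both 25 °C; buffer or medium: Zinc-free HEPES pH 7.4 with 300 mM NaCl, 0.01% Triton X-100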
HCV core dimer = blocks dimerization of HCV core protein; TR-FRET GST/Flag-core106 dimerization, 1536-well; inhibition, % at 5 µM; actives 0.33% (n = 300,000);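 active = inhibition above the mean of all tested compounds plus 3 SD, set per screening campaign, cut at about 45% in these data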
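System: GST-tagged and Flag-tagged HCV core protein residues 1-106 / Input: core106 proteins, GST 13.5 nM and Flag 17 nM / Buffer or medium: KF-containing HEPES buffer, pH 7.45, DTT, CHAPS, BSA / Probe or stimulus: Eu-anti-GST and XL665-anti-Flag labelled anti-tag antibodies / Schedule: 4 h, 22.5 °C incubation / Technique: TR-FRET 671 and 617 nm emission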
Fh CTSL1 inh = cathepsin L1 inhibition, PFM18AAP counter-screen; recombinant F. hepatica cathepsin L1, Z-Leu-Arg-MCA fluorescence; inhibition, % at 5.96 µM; actives 0.49% (n = 300,000); AID 1906;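 active = inhibition above the mean of all tested compounds plus 3 SD, set per screening campaign, cut at about 17% in these data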;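 note: 0% = plate median of test compound wells and 100% = 1 µM Z-Phe-Ala-diazomethylketone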
VLA-4 inh = inhibition in a human VLA-4 binding assay. VLA-4 expressing cells, ligand binding flow cytometry. inhibition, % (about 7 µM as worked out from the volumes in the protocol). actives 0.2% (n = 330,000). AID 2557; in the data active = inhibition above about 50%
GRK2 aptamer HTS = blocks RNA aptamer binding to human GRK2. bead flow cytometry, FAM-aptamer displacement from GRK2. P25098. actives 0.59% (n = 330,000). AID 488847. inhibition of aptamer binding, % at 10 µM;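 active = inhibition of aptamer binding above 40%, roughly 3 SD of noise, on plates passing a quality check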;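 note: median bead fluorescence of bound FAM aptamer so fluorescent compounds give negative values; no value below 0 was filed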
PP5 primary = PP5 (human) phosphatase inhibition. P53041. purified PP5c, OMFP substrate fluorescence. inhibition, % at 6.7 µM. actives 0.18% (n = 320,000). AID 1987;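 active = inhibition above the campaign's mean inhibition across all tested compounds plus 3 SD, cut at about 9.5% in these data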;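 note: 0% = DMSO only and 100% = 100 µM cantharidin control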
PP1 inh = counter-screen for PP5 inhibitors: inhibitors of human PP1-alpha. P62136. purified PP1alpha, OMFP fluorescence. inhibition, % at 6.7 µM. actives 0.9% (n = 320,000). AID 2235;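 active = inhibition above the mean inhibition of all tested compounds plus 3 SD, computed separately for each screening campaign, cut at about 15% in these data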
Numbers without * were called inactive; ? = inconclusive; . = no result given.

SMILES	procasp3 activ	GASC-1 inh	procasp7 counter	HCV core dimer	Fh CTSL1 inh	VLA-4 inh	GRK2 aptamer HTS	PP5 primary	PP1 inh
Nc1c(C(=O)NCCc2ccccc2)sc2nc(N3CCOCC3)c3c(c12)CCCC3	-18	-3	-28	11	0	-9	0	3.3	-2
O=C(C1CCN(S(=O)(=O)c2cccc3cccnc23)CC1)N1CCN(C2CCCCC2)CC1	1	.	-1	-1	-5	-2	0	2.1	-1
Cc1cccc(OCC(=O)Nc2ccc(C(=O)O)cc2NC(=O)COc2cccc(C)c2)c1	7	6	-2	13	3	-19	0	4.0	3
Cc1cc2nnc(SC(C)C)n2c2ccccc12	-6	8	5	-3	1	-1	2	2.0	-1
COC(=O)C(NC(=O)c1ccccc1)c1ccccc1 (configuration not stated)	-5	2	-2	0	1	2	0	0.7	-2
CN(C)c1ccc(C(C(=O)NCc2ccccc2)N(Cc2ccco2)C(=O)c2snc(C(N)=O)c2N)cc1 (configuration not stated)	-5	5	0	7	-3	-16	2	2.1	2
CC1=CC2=NC(=O)CC(C)(C(=O)N(CC(=O)NC(C)(C)C)C3CCCC3)N2C=C1 (configuration not stated)	3	1	6	4	1	-1	2	2.8	0
O=C(c1cccc(C(F)(F)F)c1)c1c[nH]c(C(=O)NCCCN2CCOCC2)c1	8	-3	12	5	1	-3	0	3.2	-5
Cc1sc2nc(SCC(=O)c3cccs3)n(Cc3ccco3)c(=O)c2c1C	-8	3	-10	11	12	-11	0	0.4	5
Cc1ccccc1OCC(O)CN1CCN(c2ccccn2)CC1 (configuration not stated)	-4	-4	3	-4	-3	4	0	3.9	-4
Clc1ccc(Nc2ncnc3c2nnn3Cc2ccccc2)cc1	-5	1	2	-2	1	13	0	1.6	-4
CCCN(S(=O)(=O)c1ccc(OCC)cc1)S(=O)(=O)c1cccs1	5	8	13	2	0	23	2	3.0	1
Cn1c(N)c(C(=O)COC(=O)C2CCC(C(C)(C)C)CC2)c(=O)n(C)c1=O (configuration not stated)	5	-3	-1	4	2	24	1	6.1	3
CCN1C(=O)[C@H]2[C@@H](c3ccc(-c4cccc(Cl)c4)c(OC)c3)N[C@@](Cc3ccccc3)(C(=O)OC)[C@H]2C1=O	5	.	-4	6	-1	21	1	4.7	7
COc1ccc(CNC(=O)Cn2ccc3cc(S(=O)(=O)N4CCCC4)ccc32)cc1OC	10	-10	-1	-1	2	1	0	2.5	-3
CCCCC(CC)CNC(=O)c1ccc2c(c1)OCO2 (configuration not stated)	6	6	-1	5	0	-14	0	2.2	1
Cc1ccc(C(=O)NCCCN2CCOCC2)c(C)c1	9	-6	2	2	-1	5	0	-1.0	-6
O=C(COC(=O)C1CC2CCCC(C1)C2=O)c1cccc(Br)c1 (configuration not stated)	7	1	4	.	.	38	0	2.4	-4
O=S(=O)(Nc1ccc(-n2cnnn2)cc1)c1ccccc1F	2	3	4	.	.	-1	0	2.8	-2
N#Cc1c(NC(=O)/C=C/C(=O)O)sc2c1CCN(Cc1ccccc1)C2	-3	5	-4	69*	-2	-14	4	2.5	12
Cc1nn(-c2ccccc2)c(C)c1NC(=O)COC(=O)c1ccc(NC(=O)CC#N)cc1	4	6	11	30	0	7	0	0.1	10
CNC(=O)C1CC(=O)N(CCc2ccc(C)cc2)C1 (configuration not stated)	-5	-17	-5	8	-7	2	1	0.8	-6
CCN1CCCC(OC(=O)c2cc(-c3ccc(C)cc3)nc3ccccc23)C1 (configuration not stated)	7	-5	0	-6	-4	-6	3	7.7	-3
O=C(NN1CCOCC1)c1ccco1	3	3	14	.	.	42	3	-1.4	-4
CSc1ncccc1C(=O)Nc1nccs1	3	-3	3	4	2	-8	1	3.2	1
O=C(CC1(c2ccc(Cl)cc2)C2CC3CC(C2)CC1C3)NCCO (configuration not stated)	-2	2	5	0	0	-3	2	-0.4	-1
COc1ccc(NC(=S)NN2C(C)CCCC2C)cc1 (configuration not stated)	0	-9	-4	-2	-3	12	2	0.4	0
COc1ccc(-c2noc(CSc3nc4sc(C)c(C)c4c(=O)n3-c3ccccc3)n2)cc1	11	14	3	0	-4	8	1	-1.5	-1
CCOc1ccc(CNC(=O)c2ccccc2NC(=O)C2=CSCCO2)cc1	-2	1	-8	7	4	1	0	3.7	-2
O=C(Nc1ccccc1C(F)(F)F)C1CCN(C(=O)c2cccs2)CC1	4	-3	1	8	0	4	0	-0.5	-3
Cc1ccc(N2C(=O)c3oc4ccccc4c(=O)c3C2c2cccc(O)c2)nc1 (configuration not stated)	-8	0	5	7	4	-22	2	0.6	-4
O=C(Nc1ccccc1N1CCOCC1)c1ccc(OCc2cscn2)cc1	-2	5	-1	8	0	-1	0	1.7	1
COc1cc(NC(=O)CSc2nnc(-c3ccncc3)n2C2CCCCC2)ccc1NC(=O)c1ccco1	1	-1	-3	17	-2	12	1	-0.8	-5
O=C(NCCN1CCN(C(=O)NC2CCCCC2)CC1)NC1CCCCC1	-4	3	-10	0	3	6	0	-1.1	-4
CCC(C)N(C(=O)Cn1nc(C)c([N+](=O)[O-])c1C)C1CCS(=O)(=O)C1 (configuration not stated)	-13	5	8	-10	5	-5	1	-0.6	-5
CCCN1CCC(NC(=S)Nc2cccc(Cl)c2Cl)CC1	2	-7	1	-7	-4	10	0	-2.2	-2
COc1ccc(F)cc1S(=O)(=O)Nc1cc2c3c(c1)CC(=O)N3CCC2	-2	-9	-5	3	3	4	1	0.2	0
O=C(N/N=C/c1sc(=O)n(Cc2ccc(Br)cc2)c1Cl)c1ccco1	0	-34	-5	13	4	30	0	0.8	1
CN1CCN(S(=O)(=O)c2cccc(C(=O)Nc3cc(C(F)(F)F)ccc3N3CCCCC3)c2)CC1	15	0	7	-1	-1	13	0	3.5	-6
Cc1ccc2c(C)c(C(=O)NCc3ccc(S(N)(=O)=O)cc3)oc2c1C	2	-17	3	-3	3	5	1	1.7	0
CC1Cc2cc(/C(O)=C3/C(=O)C(=O)N(Cc4ccco4)C3c3cccs3)ccc2O1 (configuration not stated)	-52	2	-103	3	4	-32	3	-5.7	10
CCOC(=O)c1cn(CC)c2cc(Cl)c([N+](=O)[O-])cc2c1=O	-5	-15	9	7	0	9	0	-0.2	-7
Cn1c(SCC(=O)N2CCOCC2)nnc1-c1ccc2ncccc2c1	-2	-7	5	0	1	5	24	-0.6	-4
O=C(NC(=S)N1CCN(C(c2ccccc2)c2ccccc2)CC1)c1ccc(S(=O)(=O)N2CCOCC2)cc1	0	-2	3	41	1	-8	5	2.3	0
CN(C)c1nc2c(c(N)nn2-c2ccc(Cl)cc2)c(=O)o1	-4	-56	2	3	2	-16	0	0.0	-6
Cc1cc2[nH]c(=O)c(=O)[nH]c2cc1S(=O)(=O)N1CCN(c2cccc(C(F)(F)F)c2)CC1	4	5	3	19	3	8	2	1.3	8
COc1ccc(NC(=S)NNS(=O)(=O)c2ccc3ccccc3c2)c(OC)c1	8	-5	6	-1	-1	30	0	0.4	-2
Cc1ccc(-n2nc3c(N4CCC(C(=O)N5CCN(C)CC5)CC4)nnc(C)c3c2C)cc1	-4	-10	8	-5	1	26	2	2.9	0
O=C(NC1CC(=O)N(c2ccc(F)cc2)C1)C(=O)c1c[nH]c2ccccc12 (configuration not stated)	8	7	7	1	2	4	1	-0.2	-3
Cc1ccc(S(=O)(=O)N2CCCCC2)cc1NC(=O)COC(=O)c1ccc(O)cc1	-9	6	-3	5	2	3	0	-1.1	-2
Other compounds:
SMILES	procasp3 activ	GASC-1 inh	procasp7 counter	HCV core dimer	Fh CTSL1 inh	VLA-4 inh	GRK2 aptamer HTS	PP5 primary	PP1 inh
CC12CN(NC(=O)c3ccccc3F)C3(C#N)CC1CCC23C (configuration not stated)	-4	-2	-2	4	-4	2	1	-2.1	-6
C/C(=N\NC(=O)c1nnn(-c2nonc2N)c1-c1ccc2c(c1)OCO2)c1ccc(F)cc1	2	5	3	-2	-2	5	0	4.3	-4
O=C(COC(=O)COc1ccc2ccccc2c1)NC1CCCc2ccccc21 (configuration not stated)	-1	0	-3	1	-18	-4	4	6.2	1
COc1ccc(CC(=O)NCc2nnc(SCC(=O)Nc3nccs3)n2C)cc1	1	-6	4	-4	-2	6	2	-0.7	-1
O=S(=O)(Nc1ccc(-n2cnnn2)cc1)c1ccc(Cl)cc1	4	.	4	.	.	-1	1	-2.2	-4
Cc1cc(S(=O)(=O)N2CCOCC2)ccc1OCC(=O)Nc1ccc(F)c(Cl)c1	0	-1	-2	-4	-2	3	3	3.7	1
Cc1cc(NC(=O)C2CCCN2C(=O)Nc2cccc(Cl)c2)ccc1-n1cnnn1 (configuration not stated)	4	-6	-4	-5	-3	0	3	-1.5	0
CC(=O)N=c1sc2c3ccccc3ccc2n1C	-10	-2	-4	-2	2	-10	3	8.6	-8
CC(=O)Nc1ccc(S(=O)(=O)Nc2cc([N+](=O)[O-])ccc2C)cc1	-2	-12	9	1	2	8	1	1.7	-3
Cc1cc(C)nc(SCCN2CCCCC2)n1	-6	5	0	5	1	-6	1	1.5	1

Structures listed above printed as active in HCV core dimer:
| Molecule | procasp3 activ | GASC-1 inh | HCV core dimer | VLA-4 inh | GRK2 aptamer HTS | PP5 primary |
| --- | --- | --- | --- | --- | --- | --- |
| N#Cc1c(NC(=O)/C=C/C(=O)O)sc2c1CCN(Cc1ccccc1)C2 | -3 | 5 | 69* | -14 | 4 | 2.5 |

(more compounds)
SMILES	procasp3 activ	GASC-1 inh	procasp7 counter	HCV core dimer	Fh CTSL1 inh	VLA-4 inh	GRK2 aptamer HTS	PP5 primary	PP1 inh
COc1cccc(C(=O)N2CCC(N3CC(C)OC(C)C3)CC2)c1 (configuration not stated)	-11	-10	3	-7	-1	3	3	3.2	1
Cc1cc(C)n2c(SCc3ccccc3Cl)nnc2n1	3	?	-1	-1	3	10	2	-1.5	-5
CCCCN(C)CCNC(=O)CN1C(=O)CSc2ccc(S(=O)(=O)N3CCCCC3)cc21	2	-7	9	-11	1	-7	0	-1.0	2
Cc1cc(/C=C(\C#N)C(=O)NCc2cccs2)c(C)[nH]1	-5	15	4	-3	0	15	0	1.5	1
COc1cc(CNc2ccc3[nH]c(=O)[nH]c3c2)cc(Br)c1OCC(=O)NC(C)(C)C	-14	4	-17	-17	4	4	5	5.0	2
Cc1c(C(C)O)nnn1-c1nonc1N (configuration not stated)	-5	-3	10	-4	4	6	6	0.6	-1
c1cc(-c2ccncc2)ccn1	4	-17	0	-15	-8	12	0	1.0	-7
COc1cc(C2CC(=O)NC3=C2C(=O)CC(C)(C)C3)cc(OC)c1O (configuration not stated)	2	1	3	4	1	30	0	0.8	-2
